UBC9 SUMO inh: inhibitors of in vitro SUMOylation cascade, primary screen, biochemical, HTRF, uHTS; hit rate 0.36% among 290,000; inhibition, % at 35 µM; HTRF SUMOylation assay, SAE1/SAE2 + UBC9; in the data active = inhibition above about 50%, passing the limit was not always enough; note: strong numbers were not always called active
MEKK2 WT-MEK5: modulators of MEK5 binding to wildtype MEKK2, primary screen, biochemical, multiplex bead flow cytometry, Alexa488-MEK5; Mitogen-activated protein kinase kinase kinase 2 (Homo sapiens), Q9Y2U5; Alexa488-MEK5 binding to MEKK2 WT; actives lie on both sides; binding response (% of control), % at 10 µM; hit rate 1.1% among 290,000; in the data active = binding response below about 67% or above about 130%
pCIP destab: p/CIP-EGFP fusion destabilizers, primary screen, fluorescence, F442A cells | Q05BA5 | 16 h | decrease of EGFP signal, % at 10 µM | hit rate 0.01% among 290,000 | AID 1984, 2009;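 active = EGFP signal decrease of at least 30% at 10 µM or well 3 SD below plate mean, unless failing retest; inactive = the rest, including hits failing retest or dose response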; note: some compounds called inactive have numbers as strong as hits; many of its hits are not listed in these tables
IDE cell inh: human IDE inhibitors in live cells, primary screen, fluorescence polarization, HEK cells, FAbetaB substrate; hit rate 0.41% among 320,000; inhibition, % at 5.59 µM; FAbetaB cleavage; AID 434962, 2010; Insulin-degrading enzyme (Homo sapiens), P14735;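 active = percent inhibition above the average of all tested compounds plus 3 SD, set per screening campaign, cut at about 16% in these data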;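 note: IDE supplied by intact live HEK cells; FP after avidin binding of uncleaved biotin substrate so inhibition keeps polarization high; 0% = DMSO wells and 100% = 60 µM reference IDE inhibitor Ii1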
Target sequence (P14735 whole entry, looked up): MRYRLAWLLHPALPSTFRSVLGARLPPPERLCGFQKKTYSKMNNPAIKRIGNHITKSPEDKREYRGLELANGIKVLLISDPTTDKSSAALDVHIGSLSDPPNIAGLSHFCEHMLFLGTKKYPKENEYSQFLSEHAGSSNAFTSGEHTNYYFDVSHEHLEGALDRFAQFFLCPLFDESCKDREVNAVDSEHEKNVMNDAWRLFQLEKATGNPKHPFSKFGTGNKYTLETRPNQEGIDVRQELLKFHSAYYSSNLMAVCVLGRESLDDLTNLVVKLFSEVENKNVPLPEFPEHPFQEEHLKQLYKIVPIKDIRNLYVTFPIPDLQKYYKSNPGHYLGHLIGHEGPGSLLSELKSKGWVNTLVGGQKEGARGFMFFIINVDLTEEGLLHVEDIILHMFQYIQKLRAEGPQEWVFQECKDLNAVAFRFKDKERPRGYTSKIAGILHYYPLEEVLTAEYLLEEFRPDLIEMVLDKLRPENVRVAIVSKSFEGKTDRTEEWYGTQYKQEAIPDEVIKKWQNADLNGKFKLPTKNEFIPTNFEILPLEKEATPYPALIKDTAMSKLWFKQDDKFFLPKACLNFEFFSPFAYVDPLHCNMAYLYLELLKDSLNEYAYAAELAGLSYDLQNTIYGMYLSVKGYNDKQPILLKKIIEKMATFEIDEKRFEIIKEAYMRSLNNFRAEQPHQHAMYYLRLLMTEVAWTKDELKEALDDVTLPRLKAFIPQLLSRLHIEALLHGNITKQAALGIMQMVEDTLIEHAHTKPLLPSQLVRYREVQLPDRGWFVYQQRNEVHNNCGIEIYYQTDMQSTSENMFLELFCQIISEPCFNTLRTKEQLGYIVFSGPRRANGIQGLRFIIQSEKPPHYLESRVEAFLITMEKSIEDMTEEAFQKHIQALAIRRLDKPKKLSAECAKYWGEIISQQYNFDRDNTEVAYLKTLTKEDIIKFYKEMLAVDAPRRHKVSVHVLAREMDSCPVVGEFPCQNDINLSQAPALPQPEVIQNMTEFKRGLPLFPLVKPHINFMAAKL
M18AAP inhibitor: PfM18AAP inhibitors, malaria aminopeptidase, primary screen, biochemical, QFRET, recombinant enzyme; H-Glu-NHMec fluorogenic cleavage; M18 aspartyl aminopeptidase (Plasmodium falciparum 3D7); hit rate 1.2% among 290,000; AID 1822, 2009; inhibition, % at 7.35 µM;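 active = inhibition above the campaign mean inhibition over all tested compounds plus 3 SD, cut at about 28% in these data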;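 note: 0% = plate median of test compound wells and 100% = 2 mM ZnCl2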
IDE act: human IDE activators in live cells, primary screen, fluorescence polarization, HEK cells, FAbeta-B substrate | activation, % at 5.96 µM | hit rate 0.073% among 340,000 | AID 493087, 2011 | FAbeta-B cleavage; 0% vehicle, 100% cell-free pure enzyme wells;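 active = activation above the mean of all tested compounds plus 3 SD, set per screening campaign, cut at about 17% in these data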
NALP1 yeast inh: NALP1 inflammasome inhibitors in reconstituted yeast, colorimetric, S. cerevisiae, triplicate retest | S. cerevisiae NALP1/ASC/caspase-1 growth, X-gal OD620, 72 h | inhibition, % at 10 µM | hit rate 0.61% among 280,000; in the data active = inhibition mostly above about 24%, no sharp cut-off; inactive = mostly below about 32%; note: some compounds called inactive have numbers as strong as hits
MEKK2 mut-MEK5: MEK5 binding signal on mutant MEKK2 PB1, primary screen, biochemical, multiplex bead flow cytometry, Alexa488-MEK5; Alexa488-MEK5 binding to MEKK2 mutant; percent response, % at 10 µM; hit rate 0.35% among 290,000; in the data active = percent response above about 24%, passing the limit was not always enough; note: inactives centre near 1; some results filed as inactive read as strong as hits; reference of the scale not given here
MEKK3 PB1 HTS: modulators of MEKK3-MEK5 PB1 binding, primary screen, biochemical, wildtype MEKK3, multiplex bead flow cytometry, Alexa488-MEK5; bead-based flow cytometry, Alexa488-MEK5 binding to MEKK3; actives lie on both sides; 0 = blocked by unlabeled MEK5, 100 = vehicle; binding response (% of control), % at 10 µM; hit rate 1.4% among 290,000; AID 1529, 2009;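 active = binding response more than 3 SD above or below the average of its plate-row segment, actives on both sides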;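 note: Alexa488 bead fluorescence after subtracting the streptavidin-only scavenger bead signal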
* = called active by the depositor; / = no result given; [ ] = dose if it differs, or a comment. Only part of the results is shown; the hit share may differ from the screen's.

Structure,pCIP destab,UBC9 SUMO inh,MEKK2 WT-MEK5,MEKK2 mut-MEK5,MEKK3 PB1 HTS,NALP1 yeast inh,IDE cell inh,IDE act,M18AAP inhibitor
C/C=C/c1ccc(OCCCNCC(C)O)c(OC)c1 (stereo not given),6,-28,/,/,/,6,3,0,-1
Cc1ccc(C)c(CSC2=NN3CCCC(=O)N=C3S2)c1,-3,4,110,11,119,/,4,-1,1
O=C(Cn1nc(-c2ccc(Cl)cc2)c2ccccc2c1=O)Nc1cccnc1,-6,26,99,-5,103,29,1,-1,-10
OCc1nc2ccccc2n1CCCOc1ccccc1,0,-4,103,3,104,1,2,0,1
O=C(COC(=O)c1ccc([N+](=O)[O-])s1)NCc1ccccc1,-7,11,86,11,98,30,11,2,-8
Cc1cc(Nc2cccc([N+](=O)[O-])c2)c2cccc(C)c2n1,3,22,101,1,102,14,2,/,-6
O=C(O)CCCCCn1c(SCC(=O)N2CCCC2)nc2ccsc2c1=O,-16,27,103,0,105,0,1,-3,-5
Cc1c(OC(C)C(=O)NCCCn2ccnc2)ccc2c3c(c(=O)oc12)CCC3 (stereo not given),-3,12,98,1,95,12,4,0,3
CC1=C(C(=O)OCc2ccccc2)C(c2ccc(N3CCOCC3)cc2)NC(=O)N1 (stereo not given),-6,3,103,-1,105,-4,5,-2,5
CCn1c(CSc2nc3ccccc3s2)nnc1SCC(=O)c1ccc(O)c(O)c1,-10,13,90,-3,99,-3,2,-14,49*
CCc1cc(=O)oc2c(CN3CCN(C)CC3)c(O)ccc12,-13,15,106,10,105,8,7,1,14
CC1CCCCN1C(=O)CCC(=O)Nc1nnc(C(F)(F)F)s1 (stereo not given),0,/,96,2,99,9,0,4,-5
CCCNC(=O)N1CCN(S(=O)(=O)c2ccc(C)cc2)CC1,2,-26,98,-1,99,-1,-2,-1,-7
COc1ccc(CCN(Cc2cc3cc(C)c(C)cc3nc2Cl)C(=O)C2CC2)cc1,-4,-17,102,3,104,17,3,1,1
Cc1ccc(-c2nc(=S)c3c(n2CC2CCCO2)CC(C)(C)OC3)cc1 (stereo not given),9,-5,106,4,105,-32,1,-1,-6
O=C(COC(=O)CNC(=O)c1ccccc1Cl)Nc1ncc(C(F)(F)F)cc1Cl,-10,-2,100,-2,102,22,4,0,-7
CC(C)(C)c1cc(CCC(=O)NCC2CCCO2)cc(C(C)(C)C)c1O (stereo not given),-6,-8,98,-6,94,10,-1,4,0
COc1ccc(CCNC(=O)c2nnc(Cc3ccc(Cl)cc3)o2)cc1OC,7,-3,95,1,93,-6,0,-3,5
CCSc1ncnc2c1oc1ccccc12,-3,10,97,-3,101,3,4,-2,4
O=C(NNC(=O)c1ccccc1[N+](=O)[O-])c1ccc(NS(=O)(=O)c2cccs2)cc1,2,-2,106,4,103,15,3,7,6
CCOc1ccc(-c2nnc(SCC(=O)N(CC)CC)n2N)cc1,-5,-12,100,-3,104,23,2,6,-1
COc1ccc(-n2nnnc2S(=O)(=O)CC(=O)N2CCCCC2)cc1,-4,13,110,12,107,-4,0,5,-26
COc1ccc(CN2CCNC(=O)C2CC(=O)N(C)Cc2ccno2)c(F)c1 (stereo not given),-2,0,103,0,102,18,1,3,6
CCCCS(=O)(=O)Nc1ccc(N2CCOCC2)c(S(=O)(=O)N2CCOCC2)c1,11,14,98,-1,102,4,3,1,2
CCc1noc(C)c1C(=O)Nc1sc(C(=O)N(C)C)c(C)c1C#N,10,-7,109,5,100,18,-6,3,7
COc1ccc(-c2nc(C#N)c(NCCc3ccccc3)o2)cc1OC,8,-1,103,1,100,3,3,-2,-1
O=S(=O)(c1cccc(F)c1)N1CCN(Cc2ccc3c(c2)OCO3)CC1,-8,8,68,-7,58*[inhibitor],7,2,8,-3
CCCCOc1ccccc1C1C(C(N)=O)=C(C)Nc2nnnn21 (stereo not given),-10,22,101,1,104,7,-2,5,-9
C=C(C)CN(CC)C(=O)CN1C(=O)NC(C)(c2ccc3ccccc3c2)C1=O (stereo not given),-3,2,106,6,103,5,-1,0,5
CCN1CCN(C(=O)C2c3cc(OC)c(OC)cc3C(=O)N(C)C2c2ccc(SC)cc2)CC1 (stereo not given),-15,20,92,-8,94,-80,2,1,-3
COc1cccc(C(=O)N/N=C2\SCC(=O)N2Cc2ccc3c(c2)OCO3)c1,0,14,96,1,101,28,-8,5,8
CN(C)c1nc(N(C)C)nc(N(C#N)CCOc2ccccc2)n1,-10,-9,105,2,96,8,0,0,-10
CC(=O)NC12CC3CC(C1)CC(C(=O)Nc1nccs1)(C3)C2,8,-14,105,7,102,-11,-1,1,-5
O=C(CO)N/N=C/c1cccc(Cl)c1Cl,6,-4,103,4,107,16,0,-3,-1
CN(C)C(C(=O)NC1CCCCC1)c1ccc(Cl)cc1 (stereo not given),9,9,104,2,99,-2,-4,1,-6
CC(C)CC1NC(=O)N(CC(=O)c2ccc3c(c2)OCCO3)C1=O (stereo not given),-4,1,105,1,112,7,-6,2,-4
COC(=O)C1=C(C(C)=O)C(c2ccc(C(=O)OC)cc2)n2nnnc2N1 (stereo not given),-10,23,103,11,102,5,6,1,52*
Cc1ccc(S(=O)(=O)N2CCOCC2)cc1C(=O)N1c2ccccc2Sc2ccccc21,-1,-1,105,9,106,10,4,-4,2
CCOc1ccc(N2C(=O)C3Sc4[nH]c(=O)sc4C(c4ccc(OC)c(OC)c4)C3C2=O)cc1 (stereo not given),-8,-5,59,-29,51,5,-4,7,3
CC1(C)NC(=O)N(CC(O)COc2ccccc2[N+](=O)[O-])C1=O (stereo not given),0,6,106,2,101,5,3,/,-4
O=C(CC1C(=O)NCCN1Cc1cccc(Oc2ccccc2)c1)NCCc1cscn1 (stereo not given),10,-2,127,11,109,-8,3,4,2
CCN(CCC#N)c1ccc(/C=N/Nc2nc(C)cc(=O)[nH]2)c(C)c1,-2,-18,93,17,102,29,1,5,4
CCN(c1cccc(C)c1)S(=O)(=O)c1cn(CC(=O)OC)c2ccc([N+](=O)[O-])cc12,-1,-4,96,-2,96,21,2,2,11
CCN(CC(=O)Nc1ccc(OC)cc1)CC(=O)Nc1cccc(C#N)c1,0,-6,99,2,99,-2,3,-7,-1
Cc1ccc(C(=O)Oc2coc(CSc3nnc(NC(=O)C4CC4)s3)cc2=O)cc1C,-3,16,98,4,95,23,/,5,1
Nc1cc(=O)[nH]c(SCC(=O)Nc2cccc(Cl)c2Cl)n1,-5,22,89,-11,92,0,-2,-3,-5
Cc1ccc(/C=C/C(=O)c2ccc(C)cc2)cc1,-4,-10,101,3,105,-2,6,2,2
O=C(Nn1c(C2CCCCC2)nc2ccccc2c1=O)c1ccc([N+](=O)[O-])cc1,-5,6,100,-1,107,13,2,4,-7
CC1CN(S(=O)(=O)c2csc(C(=O)Nc3ccccc3)c2)CC(C)O1 (stereo not given),-3,1,102,6,104,0,0,2,1
O=C(COc1ccc(Br)cc1)NC(=S)Nc1ccccc1N1CCOCC1,-5,-16,106,8,108,-12,3,1,2
O=C(Cn1cnc2ccccc2c1=O)NCCC(=O)Nc1ccc2c(c1)OCCO2,-12,-5,102,4,103,-20,-2,-2,-6
CCOC(=O)N1CCN(CC(O)COc2c(OC)cccc2OC)CC1 (stereo not given),-14,-20,104,8,105,22,-1,5,6
CC(C)(C)C(=O)/C=C/c1ccc(Oc2ccccc2)cc1,2,-2,105,2,100,-1,/,-2,2
COc1ccc2cc(CN(Cc3cccs3)Cc3nnnn3Cc3ccccc3)c(=O)[nH]c2c1,-8,-7,98,2,98,7,7,6,6
CCCCCc1cc(=O)oc2c(C(CCN3CCCC(C)C3)c3cc(OC)c(OC)c(OC)c3)c(OC)cc(OC)c12 (stereo not given),-11,-2,163*,29*,115,4,-1,15,/
O=C(CNC(=O)c1ccco1)OCc1ccc(C(=O)c2ccccc2)cc1,4,-16,106,3,108,4,0,3,-5

Three entries from above, ordered by the value under IDE cell inh, lowest first.
Structure,pCIP destab,UBC9 SUMO inh,MEKK2 WT-MEK5,MEKK2 mut-MEK5,MEKK3 PB1 HTS,NALP1 yeast inh,IDE cell inh,IDE act,M18AAP inhibitor
O=C(Cn1cnc2ccccc2c1=O)NCCC(=O)Nc1ccc2c(c1)OCCO2,-12,-5,102,4,103,-20,-2,-2,-6
O=C(CNC(=O)c1ccco1)OCc1ccc(C(=O)c2ccccc2)cc1,4,-16,106,3,108,4,0,3,-5
O=C(COc1ccc(Br)cc1)NC(=S)Nc1ccccc1N1CCOCC1,-5,-16,106,8,108,-12,3,1,2

Continued.
Structure,pCIP destab,UBC9 SUMO inh,MEKK2 WT-MEK5,MEKK2 mut-MEK5,MEKK3 PB1 HTS,NALP1 yeast inh,IDE cell inh,IDE act,M18AAP inhibitor
Cc1cccc(NC(=O)/C(C#N)=C/c2ccccc2Cl)n1,1,-2,102,2,101,21,-1,4,-5
N#CC1=C2SCN(Cc3ccco3)CN2C(=O)CC1c1c(F)cccc1Cl (stereo not given),6,4,109,6,105,-11,0,-4,19
COCCn1nnnc1C(CC(C)C)N1CCN(C(=O)c2ccco2)CC1 (stereo not given),0,1,104,5,101,18,/,-9,-6
CN(C)c1ccc(C(=O)OCc2ccc(Br)cc2)cc1,0,7,103,10,100,7,-4,1,-6
C=CCOC(=O)C1=C(C)NC(=S)C(C#N)(CC=C)C1c1ccccc1Cl (stereo not given),7,-10,94,-4,98,8,5,/,17
CC1(CCc2ccccc2)NC(=O)N(CC(=O)O)C1=O (stereo not given),-16,12,99,2,96,/,-11,1,1
Cc1cc(S(=O)(=O)N2CCN=C2c2ccccc2)c(C)cc1Cl,-2,-14,102,-1,100,13,0,1,2
Cc1cc(C)c(NC(=O)Nc2ccc3c(c2)OCO3)c(C)c1,4,12,105,6,106,19,-3,5,-8
CC(=C/c1ccccc1)/C=N/NC(=O)c1nnn(-c2nonc2N)c1CN1CCC(C)CC1,0,-6,86,-9,96,-13,10,-3,-9
CCOc1ccc(N(C(=O)c2snc(C(N)=O)c2N)C(C)C(=O)NC2CCCCC2)cc1 (stereo not given),-6,-10,93,-9,100,15,2,0,8
O=c1[nH]c(-c2cccnc2)nc2sc(-c3ccccc3)cc12,-12,14,99,2,98,-3,-3,2,-2
Cn1c(=O)c2c(=O)cc(NNC(=O)C(C)(C)C)[nH]c2n(C)c1=O,-2,16,91,-9,88,15,-1,-4,-1
COc1ccc(OC)c(CNC(=O)CCc2cn(C)c3ccccc23)c1,0,10,102,3,103,16,-5,4,-4
O=C(N[C@@H]1CCC(=O)N(CC[C@H](Sc2ccccc2)c2ccccc2)CC1)OCc1ccccc1,-4,-10,96,-4,103,-3,-1,3,7
Oc1[nH]c2ccccc2c1N=Nc1ccc(F)cc1,5,24,109,-1,106,2,0,-18,4
Cc1c(C)c2ccc(OCC(=O)N3CCC(C(=O)O)CC3)c(C)c2oc1=O,0,25,109,2,101,-10,9,0,3

High-throughput results deposited in PubChem by several laboratories.
